TcdB GH inh: blocks C. difficile toxin B glycohydrolase activity; AID 652162; inhibition, % at 9.99 µM; 0.24% of 350,000 active; TcdB glycohydrolase enzymatic assay, plate reader; in the data active means inhibition above about 10%
Target sequence (P18177 whole entry, looked up): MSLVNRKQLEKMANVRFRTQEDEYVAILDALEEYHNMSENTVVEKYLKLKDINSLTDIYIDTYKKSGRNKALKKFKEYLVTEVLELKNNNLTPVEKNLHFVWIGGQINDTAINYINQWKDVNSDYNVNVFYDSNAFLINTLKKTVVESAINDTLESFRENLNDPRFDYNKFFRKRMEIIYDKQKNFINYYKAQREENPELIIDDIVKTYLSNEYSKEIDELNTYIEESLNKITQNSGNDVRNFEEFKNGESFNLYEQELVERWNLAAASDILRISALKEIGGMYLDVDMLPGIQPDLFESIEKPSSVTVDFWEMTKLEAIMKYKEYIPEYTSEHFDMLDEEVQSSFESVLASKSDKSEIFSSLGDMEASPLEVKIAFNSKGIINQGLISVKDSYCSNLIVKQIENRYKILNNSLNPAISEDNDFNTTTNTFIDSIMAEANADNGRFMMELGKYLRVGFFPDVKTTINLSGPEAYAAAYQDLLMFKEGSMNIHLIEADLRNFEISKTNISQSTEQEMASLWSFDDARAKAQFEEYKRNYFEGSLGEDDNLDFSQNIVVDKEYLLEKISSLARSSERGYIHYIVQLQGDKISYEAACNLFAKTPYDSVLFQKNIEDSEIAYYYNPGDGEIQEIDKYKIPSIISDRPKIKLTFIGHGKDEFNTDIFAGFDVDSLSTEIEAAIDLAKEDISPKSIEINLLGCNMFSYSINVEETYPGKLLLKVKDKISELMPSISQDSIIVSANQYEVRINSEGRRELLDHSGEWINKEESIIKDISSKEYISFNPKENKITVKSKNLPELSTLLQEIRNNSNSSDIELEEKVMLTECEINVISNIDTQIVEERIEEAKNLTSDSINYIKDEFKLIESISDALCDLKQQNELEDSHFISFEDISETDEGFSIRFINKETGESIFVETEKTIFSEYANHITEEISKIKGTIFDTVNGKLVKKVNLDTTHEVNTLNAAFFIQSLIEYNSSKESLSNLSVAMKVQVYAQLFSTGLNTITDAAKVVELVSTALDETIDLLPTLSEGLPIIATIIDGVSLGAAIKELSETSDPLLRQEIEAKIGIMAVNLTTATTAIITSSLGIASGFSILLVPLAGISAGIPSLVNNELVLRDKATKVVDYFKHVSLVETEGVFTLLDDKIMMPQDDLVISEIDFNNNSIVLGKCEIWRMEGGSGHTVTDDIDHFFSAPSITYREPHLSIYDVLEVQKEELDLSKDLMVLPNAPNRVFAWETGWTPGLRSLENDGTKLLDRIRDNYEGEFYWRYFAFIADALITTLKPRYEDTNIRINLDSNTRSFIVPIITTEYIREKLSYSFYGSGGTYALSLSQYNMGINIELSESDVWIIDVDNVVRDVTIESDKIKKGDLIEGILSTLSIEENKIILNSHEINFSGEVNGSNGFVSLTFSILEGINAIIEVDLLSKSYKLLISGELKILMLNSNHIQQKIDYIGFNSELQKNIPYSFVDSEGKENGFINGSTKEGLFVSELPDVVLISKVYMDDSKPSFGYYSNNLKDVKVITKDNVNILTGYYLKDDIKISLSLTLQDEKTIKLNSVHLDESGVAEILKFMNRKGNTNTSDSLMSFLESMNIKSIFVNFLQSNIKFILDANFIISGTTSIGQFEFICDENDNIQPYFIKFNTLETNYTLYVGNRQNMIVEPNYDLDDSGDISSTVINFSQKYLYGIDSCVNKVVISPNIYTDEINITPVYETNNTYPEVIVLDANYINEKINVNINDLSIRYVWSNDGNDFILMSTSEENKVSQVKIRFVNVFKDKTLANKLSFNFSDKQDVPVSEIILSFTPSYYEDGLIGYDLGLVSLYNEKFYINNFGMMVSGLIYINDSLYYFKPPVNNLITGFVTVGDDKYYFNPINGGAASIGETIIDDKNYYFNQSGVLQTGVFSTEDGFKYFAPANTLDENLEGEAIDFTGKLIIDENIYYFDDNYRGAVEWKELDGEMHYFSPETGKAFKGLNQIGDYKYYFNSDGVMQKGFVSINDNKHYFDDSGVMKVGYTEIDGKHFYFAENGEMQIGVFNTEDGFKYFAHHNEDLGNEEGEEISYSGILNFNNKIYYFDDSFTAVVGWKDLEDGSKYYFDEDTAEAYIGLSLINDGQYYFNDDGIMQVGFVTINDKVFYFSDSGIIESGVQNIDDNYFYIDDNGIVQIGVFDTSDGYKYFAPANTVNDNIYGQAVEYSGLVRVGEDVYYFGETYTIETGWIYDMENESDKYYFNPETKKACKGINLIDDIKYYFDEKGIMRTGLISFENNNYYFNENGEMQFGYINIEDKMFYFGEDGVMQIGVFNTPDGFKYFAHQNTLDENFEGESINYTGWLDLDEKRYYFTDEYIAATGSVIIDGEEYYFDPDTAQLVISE
PfHsp40 yeast: compounds rescuing yeast from Plasmodium falciparum HSP40 toxicity; S. cerevisiae expressing PfHsp40, growth rescue, ATP luminescence; growth rescue, % at 12.5 µM; 0.68% of 340,000 active; AID 504582; in the data active means growth rescue above about 28%, passing the limit was not always enough; inconclusive means no clear call, values can overlap the other calls;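 further: yeast W303a lacking pdr1 and pdr3 grown in galactose medium; growth measured after three days at 30 °C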
BoNT-F LC inh: blocks Botulinum neurotoxin F light chain protease | Multiplex microsphere protease cleavage assay, flow cytometry | inhibition, % at 10 µM | 0.22% of 360,000 active; in the data active means inhibition above about 35%, passing the limit was not always enough; inconclusive means no clear call, values can overlap the other calls; further: plate controls were buffer without enzyme for full effect and enzyme alone for no effect
PrPC surface inh: inhibitors of human cell surface prion protein PrPC. P04156. TR-FRET read-out. inhibition, % at 13.8 µM. 0.43% of 370,000 active. AID 720596; in the data active means inhibition above about 24%; further: 0% = median of the test wells and 100% = reference compound wells
Yp Topo-I inh: blocks Yersinia pestis topoisomerase I activity; Y. pestis Topo-I cleavage product accumulation, plate reader; activity, % at 10 µM; 0.064% of 360,000 active; AID 504884; in the data active means activity above about 50%, passing the limit was not always enough; inconclusive means no clear call, values can overlap the other calls; further: inactives centre near 2
BoNT A protease: blocks Botulinum neurotoxin A light chain protease; multiplex microsphere protease substrate cleavage, flow cytometry; inhibition, % at 10 µM; 0.17% of 360,000 active; AID 588499; further: plate controls were buffer without enzyme for full effect and enzyme alone for no effect
Anthrax LF inh2: anthrax lethal factor protease inhibition; P15917; multiplex microsphere protease cleavage assay, LF; inhibition, % at 10 µM; 0.12% of 360,000 active; further: plate controls were buffer without enzyme for full effect and enzyme alone for no effect
CCHFV vOTU inh: blocks the CCHF virus ovarian tumor domain protease; inhibition, % at 11.5 µM; AID 651958; CCHFV vOTU protease, Pep-AMC fluorescence; 0.55% of 370,000 active; in the data active means inhibition above about 30%; further: 0% = vehicle wells with enzyme and 100% = no enzyme wells
FadD28 binding: M. tuberculosis FadD28 bisubstrate binding inhibition; FadD28 bisubstrate probe binding, fluorescence polarization; inhibition, % at 12.5 µM; 0.22% of 360,000 active; AID 588549; in the data active means inhibition above about 8.5%, passing the limit was not always enough; inconclusive means no clear call, values can overlap the other calls
Numbers without * were called inactive; ? = inconclusive; nt = no result given. Unless noted, no stated cut-off is given here; in the data, active means inhibition above about 30%; inconclusive means no clear call, values can overlap the other calls; inactive means below that.

compound	TcdB GH inh	PfHsp40 yeast	BoNT-F LC inh	PrPC surface inh	Yp Topo-I inh	BoNT A protease	Anthrax LF inh2	CCHFV vOTU inh	FadD28 binding
CC(C)c1ccc(OCC(O)CNC(C)c2ccccc2)cc1 (configuration not stated)	2.0	-1.2	-12	-4	6	-2.5	-15	9	-0.6
O=C(NC(=O)N1CCN(c2ccccc2F)CC1)c1ccccc1	0.2	-0.6	9	2	7	0.5	3	5	-0.4
[O-]/C(=C(\C(=S)Nc1cccc2ccccc12)[n+]1ccccc1)c1ccc2c(c1)OCCO2	nt	0.0	-24	6	-4	3.0	-8	9	-5.4
c1ccc2c(CN3CCN(C4CCCCC4)CC3)c[nH]c2c1	nt	1.1	-3	1	5	0.7	4	5	-0.9
CCOC(=O)c1sc(=S)n(-c2cccc(C(F)(F)F)c2)c1SC	nt	-0.9	1	5	-11	0.8	-5	1	0.5
CN(C)/C=C/C1=CC(=O)CC(C)(C)C1	0.1	-1.4	-14	-4	4	-2.5	-5	-12	-1.6
Cc1ccc(C(=O)N/N=C\c2ccc(-c3ccc(Cl)cc3)o2)cn1	-0.1	0.0	?	-3	-5	?	-15	-10	-14
CC12CCC(=O)N1C(C(=O)Nc1cccc(F)c1)CS2 (configuration not stated)	2.7	-1.3	-13	-3	4	-1.5	3	12	-2.9
O=C(C[C@H]1C[C@H](C(=O)N2CCOCC2)[C@@]2(CCC3CCCC3)c3[nH]c4cc(-c5ccco5)ccc4c3CCN2C1=O)NCCc1ccccn1	2.0	1.2	-1	5	32	-0.5	-8	-16	2.1
COc1ccc(Cc2nnc(NS(=O)(=O)Cc3ccccc3)s2)cc1	nt	1.2	5	10	6	0.3	-4	9	-1.0
C=CCNC(=S)N1CCc2c([nH]c3ccccc23)C1C (configuration not stated)	0.2	-0.4	-7	5	-4	0.1	-1	-8	-0.3
O=C(NCc1ccccc1Cl)C1CCC(=O)N(CC2CCCCC2)C1 (configuration not stated)	0.6	0.7	2	-4	21	3.0	1	-4	nt
COc1ccc(OC)c(NC(=O)c2cc(-c3c(C)cc(C)cc3O)n[nH]2)c1	-1.2	-0.7	-3	7	8	-1.0	-8	15	0.6
COc1ccc(NC(=O)CSc2ccc3nnc(CCNC(=O)c4ccccc4)n3n2)cc1	1.8	5.1	-9	-2	-3	-1.8	-3	9	-20
O=C1CC(Nc2ccccc2)C(=O)N1Cc1ccccc1 (configuration not stated)	nt	1.9	10	-2	8	0.4	2	-4	0.4
Cc1cc(C(=O)Nc2ncn(Cc3ccc(F)cc3)n2)ccc1[N+](=O)[O-]	2.3	1.3	0	-14	-3	-1.9	0	6	-0.9
c1ccc2c(c1)-c1nc3ccccc3cc1C2N1CCCCC1 (configuration not stated)	-4.2	nt	-11	2	9	-0.3	-3	6	-2.2
CN(Cc1ccccc1)C(=O)CN(c1ccccc1Cl)S(C)(=O)=O	-0.3	0.0	?	5	2	-2.3	20	-10	-2.6
Cc1ccccc1NC(=O)CCCNC(=O)c1ccc(Cl)cc1	0.5	0.0	0	8	13	-1.2	21	1	-3.0
Cc1ccccc1P(=O)(c1ccccc1)c1ccccc1C	0.8	nt	-3	10	13	0.2	-4	-6	-0.7
CC(=O)c1ccc(NC(=O)Nc2ccc([N+](=O)[O-])cc2)cc1	1.0	-0.7	-5	-3	3	-1.1	-5	0	-0.8
CCNC(=O)CC1C(=O)N(c2ccc(OC)cc2)C(=O)N1Cc1ccc(OC)cc1 (configuration not stated)	nt	-0.2	-6	1	-12	-0.2	-6	-13	-2.1
Cc1nnc(OCc2nc3ccccc3n2C)c2ccccc12	nt	0.4	-16	4	-5	-0.2	4	2	-1.7
Cc1ccc(C2(C)NC(=O)N(CC(=O)N3c4ccccc4NC(=O)CC3C)C2=O)cc1 (configuration not stated)	1.3	-0.1	-2	3	-8	8.1	-8	-8	-0.7
CCn1c(CCNC(=O)c2ccc(C)cc2)nnc1SCc1ccc(Cl)c(Cl)c1	nt	3.6	2	1	11	0.3	0	5	-9.2
COc1cccc(C(=O)N2CCCN(C)CC2)c1OC	-0.7	-0.6	37*	6	3	3.8	16	5	0.4
O=S(=O)(/N=C(/Nc1nc2ccccc2s1)c1ccccc1)c1ccc(F)cc1	1.9	0.0	1	4	0	-2.2	5	3	-1.8
CCC(C)(C)n1nnnc1C(c1ccc(N(C)C)cc1)N1CCN(C2CCCCC2)CC1 (configuration not stated)	nt	-0.4	-4	-7	1	0.9	3	4	-0.8
COc1ccc(C2SCCN2C(=S)Nc2cccc(Cl)c2)cc1 (configuration not stated)	nt	4.7	-7	0	-7	-0.3	1	8	-8.1
CCC(C)(NC(=O)c1ccc2c(c1)OCO2)C(=O)NC1CCCCC1 (configuration not stated)	1.9	0.4	-6	-3	-1	-1.1	-2	-3	-0.2
O=C(CN1CCN(Cc2ccccc2)CC1)Nc1cccc(Br)c1	2.4	2.3	-18	-4	29	-5.9	0	-9	-3.7
N#CNC1=NCN(CCc2ccccc2)CN1	nt	0.4	-4	-1	3	0.3	-1	7	-1.4
O=c1n(Cc2ccccc2)nc2n1-c1ccccc1SC2	-7.7	-0.3	2	9	3	0.3	2	16	-0.6
Cc1cc(N2CCOCC2)cc(C)[n+]1[O-]	nt	-0.6	0	-7	10	-1.0	-4	3	1.9
CC1=NN(C(N)=S)C(=O)C1N=Nc1cccc([N+](=O)[O-])c1 (configuration not stated)	-0.7	5.8	-10	0	-7	-6.1	-10	-15	-3.3
CCCN1CCN(CCCNC(=O)CCNC(=O)Cn2ccc3ccccc3c2=O)CC1	nt	0.2	-2	-1	5	-0.9	-2	0	-1.6
O=c1oc2ccccc2n1Cc1ccccc1F	2.4	-0.6	21	1	10	1.4	-12	-6	-2.6
COc1cccc(S(=O)(=O)NCc2ccc(C(=O)Nc3ccc(Cl)cc3)cc2)c1	-0.5	0.7	2	7	-3	-0.4	0	4	-1.8
CC(NC(=O)C1CCN(S(=O)(=O)c2ccc(Br)s2)CC1)c1ccccc1 (configuration not stated)	1.7	2.8	11	-12	17	1.6	8	4	-3.4
Cc1ccc(/C=C2/SC(=O)N(CC(=O)N3CCOCC3)C2=O)s1	1.2	-2.1	-4	-15	1	0.7	1	-10	1.7
CCOC(=O)c1c(NC(=O)CSc2n[nH]c(-c3ccco3)n2)sc(C)c1C	nt	0.2	-4	9	36	1.0	3	2	-3.1
O=c1c2ccccc2nc2n1CCCS2	-0.4	-0.3	-2	6	6	-0.1	-1	-2	-3.9
O=C(c1ccc(Cl)cc1)N1CCC(C(=O)N2CCN(c3ncccn3)CC2)CC1	-0.2	-1.6	3	-6	7	1.4	-4	-9	-2.6
CCOc1ccc2nc(SCc3ccccc3C#N)sc2c1	nt	-0.7	-10	0	20	0.4	-8	-5	-4.8
Cc1cc(SCC(=O)OCC(=O)N2CCCC2=O)c(C)cc1Br	1.2	-2.4	-1	3	40	-0.1	0	0	-2.6
O=C(N/N=C/c1ccsc1)c1ccccn1	0.3	-1.2	-4	-12	1	0.7	-2	-4	-1.0
CCc1ccc(/C=C(/C#N)C(N)=S)cc1	nt	1.1	1	2	-9	0.2	0	9	-3.3
CC(=O)Nc1cccc(NC(=O)CSc2ncc(-c3ccccc3)[nH]2)c1	-3.1	0.1	-1	4	-18	0.0	2	-1	-4.3
COc1ccc(NC(=O)Cc2ccc(C)c(C)c2)cc1S(=O)(=O)N1CCCCC1	0.1	0.1	-1	-1	29	0.7	1	7	-2.9
CCOC(=O)C1=C(C)NC(=O)NC1c1ccc(NC(C)=O)cc1 (configuration not stated)	nt	-2.3	-1	0	4	-0.8	-4	20	-1.0
CCCN1Cc2cccc(C(=O)N3CCN(c4ccccc4)CC3)c2C1=O	nt	-0.2	-1	1	2	0.0	3	-22	-1.4
Cc1ccc(Nc2nnc(SCC(=O)NCC3CCCO3)s2)cc1 (configuration not stated)	0.7	0.0	-6	1	2	-0.5	-3	7	-1.1
COCOCCn1cc(CN2CCS(=O)(=O)N(Cc3ccc(-c4ccccc4)cc3)C(CC(C)C)C2=O)nn1 (configuration not stated)	0.9	nt	-4	-10	22	-0.2	-4	8	-9.0
CCOC(=O)c1sc2nc3c(cc2c1N)COC(C(C)C)C3 (configuration not stated)	nt	-1.3	-4	-1	7	1.1	-6	3	0.8
CCN(CC)C(=O)c1ccc(NC(=O)c2sccc2-c2ccccc2)cc1	1.1	14	0	22	35	0.3	1	-3	0.0
Cc1cc(NCc2ccccc2)n2ncnc2n1	-1.2	-0.9	-3	9	6	0.0	-5	7	0.0
CCOc1ccc(NC(=O)C2CCCN2C(=O)NC2CCCCC2)cc1 (configuration not stated)	3.9	-0.5	1	-6	7	-2.6	8	4	0.0
COc1ccc(C[C@H]2CN3C(=NC[C@@H]3C(C)C)N2C[C@H](C)NC(=O)c2ccc(C)c(Br)c2)cc1	0.3	0.2	-20	4	0	0.3	-1	11	-4.5
NC(CC(=O)OC1CCCCC1)C(=O)OC1CCCCC1 (configuration not stated)	nt	0.4	-7	4	17	-0.7	5	-11	-1.0
Cc1ccc(-c2noc(C3CCCN(C(=O)c4cccc([N+](=O)[O-])c4)C3)n2)o1 (configuration not stated)	0.6	-0.1	0	-12	1	-2.9	-3	8	-1.9

A draw from above in order of SMILES length, descending:
compound	TcdB GH inh	PfHsp40 yeast	BoNT-F LC inh	PrPC surface inh	Yp Topo-I inh	BoNT A protease	Anthrax LF inh2	CCHFV vOTU inh	FadD28 binding
COc1ccc(NC(=O)Cc2ccc(C)c(C)c2)cc1S(=O)(=O)N1CCCCC1	0.1	0.1	-1	-1	29	0.7	1	7	-2.9
Cc1ccc(/C=C2/SC(=O)N(CC(=O)N3CCOCC3)C2=O)s1	1.2	-2.1	-4	-15	1	0.7	1	-10	1.7
CCOC(=O)c1sc2nc3c(cc2c1N)COC(C(C)C)C3 (configuration not stated)	nt	-1.3	-4	-1	7	1.1	-6	3	0.8
O=c1n(Cc2ccccc2)nc2n1-c1ccccc1SC2	-7.7	-0.3	2	9	3	0.3	2	16	-0.6
Cc1cc(N2CCOCC2)cc(C)[n+]1[O-]	nt	-0.6	0	-7	10	-1.0	-4	3	1.9

Additional structures.
compound	TcdB GH inh	PfHsp40 yeast	BoNT-F LC inh	PrPC surface inh	Yp Topo-I inh	BoNT A protease	Anthrax LF inh2	CCHFV vOTU inh	FadD28 binding
Cc1ccc(CCN2CC(C(=O)NCCN(C)C)CC2=O)cc1 (configuration not stated)	0.5	-0.8	-4	3	5	-6.5	-3	-9	-0.6
COC(=O)c1ccccc1NC(=S)N1CCN(c2ccccc2)CC1	1.5	-0.8	1	5	12	0.3	-11	9	-0.2
Cc1ccc(N2CC(C(=O)Nc3ccccc3OC(F)F)CC2=O)cc1 (configuration not stated)	2.2	0.6	1	-3	3	0.2	-4	6	-3.8
CCN(C(=O)CSc1nnc2nc(C)cc(C)n12)c1ccccc1	1.4	-1.1	-7	-5	0	-0.2	-8	-10	-1.7
C=CCn1c(-c2cccc(S(=O)(=O)N(CC)CC)c2)n[nH]c1=S	2.6	0.0	-3	6	-2	0.5	-4	-1	-0.1
COc1ccc(-n2nc(C(=O)NCC(=O)Nc3cc(Cl)c(OC)cc3OC)c3ccccc3c2=O)cc1	-0.9	-1.1	-2	-3	-6	-0.8	-2	0	-0.8
COc1ccc(CCC(=O)NNC(=O)Nc2ccc(OC)c(OC)c2)cc1	0.5	1.0	-6	-5	-5	0.0	9	5	-3.9
CC1(C(=O)NS(=O)(=O)c2cccc(Cl)c2)CCN1C(=O)Cc1cccs1 (configuration not stated)	3.7	nt	1	-3	-5	-0.1	1	-15	-3.0
COc1cc(-c2c(-c3ccc4c(c3)OCO4)noc2-c2ccsc2)ccc1F	-0.8	?	-2	1	3	0.0	-5	-4	-1.0
COc1ccc(-n2c(-c3ccccc3Br)nc3ccccc3c2=O)cc1	-0.4	1.5	14	-1	3	1.3	5	-7	-2.5

Screening results: PubChem, several laboratories
